# APOBEC3A inh – human APOBEC3A DNA deaminase inhibition. recombinant A3A, FAM/TAMRA ssDNA deamination fluorescence. inhibition, % at 20 µM. 330,000 tested, 0.41% active;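 active = at least 40% inhibition at 20 µM here, with at most 30% in a related deaminase screen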;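 also: plate controls were A3A with DMSO for no effect and wells lacking A3A enzyme for full effect; some results filed as inactive read as strong as hits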
# Target sequence (P31941 whole entry, looked up): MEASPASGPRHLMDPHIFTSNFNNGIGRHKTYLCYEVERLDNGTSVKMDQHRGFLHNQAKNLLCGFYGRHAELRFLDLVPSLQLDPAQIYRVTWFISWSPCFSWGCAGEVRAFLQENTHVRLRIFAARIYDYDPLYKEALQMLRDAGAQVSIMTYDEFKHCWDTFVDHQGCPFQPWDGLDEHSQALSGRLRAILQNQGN
# ATG4B inhibitor – ATG4B (human) cysteine protease inhibition; Q9Y4P1; ATG4B cleavage of LC3-PLA2, NBD-HPC fluorescence, 1 h; inhibition, % at 8.33 µM; 340,000 tested, 0.51% active; in the data active = inhibition above about 40%
# HKDC1 inhibitor – blocks human hexokinase HKDC1 activity; Q2TB90; recombinant HKDC1, G6PDH/diaphorase resazurin coupled fluorescence; inhibition, % at 20 µM; 340,000 tested, 0.16% active; AID 493160;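 active = inhibition above about 35% when tested at 20 µM, limit read from the data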;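 also: plate controls were DMSO wells with enzyme for no effect and DMSO wells lacking enzyme for full effect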
# Target sequence (Q2TB90 whole entry, looked up): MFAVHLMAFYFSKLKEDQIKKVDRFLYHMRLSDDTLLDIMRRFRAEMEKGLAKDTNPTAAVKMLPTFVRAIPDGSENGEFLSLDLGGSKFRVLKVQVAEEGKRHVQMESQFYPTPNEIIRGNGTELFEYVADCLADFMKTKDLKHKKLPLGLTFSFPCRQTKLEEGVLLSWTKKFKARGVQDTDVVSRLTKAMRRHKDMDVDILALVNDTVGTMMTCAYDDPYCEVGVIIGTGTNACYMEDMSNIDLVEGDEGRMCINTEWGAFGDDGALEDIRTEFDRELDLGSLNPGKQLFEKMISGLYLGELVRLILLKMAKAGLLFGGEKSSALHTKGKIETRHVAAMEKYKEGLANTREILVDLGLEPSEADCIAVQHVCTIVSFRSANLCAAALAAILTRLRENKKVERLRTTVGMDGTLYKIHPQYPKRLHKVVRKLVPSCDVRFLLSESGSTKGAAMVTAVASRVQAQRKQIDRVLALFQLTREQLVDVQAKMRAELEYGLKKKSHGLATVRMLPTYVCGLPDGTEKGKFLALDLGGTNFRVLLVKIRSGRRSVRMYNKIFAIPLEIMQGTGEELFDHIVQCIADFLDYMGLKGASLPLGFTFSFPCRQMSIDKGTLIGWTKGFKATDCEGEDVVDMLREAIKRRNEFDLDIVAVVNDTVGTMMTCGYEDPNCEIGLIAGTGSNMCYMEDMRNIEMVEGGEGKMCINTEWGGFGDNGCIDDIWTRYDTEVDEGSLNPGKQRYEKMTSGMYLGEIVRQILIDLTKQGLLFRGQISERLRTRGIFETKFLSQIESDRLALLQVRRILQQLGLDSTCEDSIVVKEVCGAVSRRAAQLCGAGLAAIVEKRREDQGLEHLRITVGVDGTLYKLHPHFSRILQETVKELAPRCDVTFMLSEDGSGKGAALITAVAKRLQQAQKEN
#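 Test system: recombinant HKDC1 (HK5) hexokinase enzyme, produced in-house / Doses: 20 µM test compound, 1% DMSO / Timing: 90 min, room temperature / Detection: G6PDH/diaphorase-coupled fluorescence, 1 mM NADP, 100 µM resazurin, 525/613 nm / Control set: DMSO wells with and without enzyme mix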
# hIAP activ – human IAP activation | purified human IAP, CDP-Star luminescence, 30 min; stronger effect = higher value; 1 = vehicle-only enzyme, 0 = enzyme-free background | activation factor at 10 µM | P09923 | AID 2524 | 330,000 tested, 0.16% active;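 active = activation factor of the enzyme at least 2-fold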; also: the source names both 10 and 20 µM as test concentration; values of inactives mirror those of a sister screen read the other way
# PfGluPho inh – PfG6PD (Plasmodium falciparum) enzyme inhibition; PfGluPho enzyme, NADPH resazurin-diaphorase fluorescence; AID 504690; 350,000 tested, 0.78% active; inhibition, % at 20 µM;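 active = inhibition reaching at least a set limit at 20 µM in the primary screen, cut at about 59% in these data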;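 also: 0% = DMSO wells with substrate and 100% = DMSO wells lacking glucose-6-phosphate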
# mIAP block – blocks mouse intestinal alkaline phosphatase; purified mouse IAP, CDP-Star luminescence, 30 min; 330,000 tested, 0.2% active; AID 2806; inhibition, % at 10 µM;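 active = inhibition of at least 40% at 10 µM in the primary screen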;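 also: plate controls were DMSO with enzyme for no effect and no enzyme wells for full effect; values of inactives mirror those of a sister screen read the other way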
# hIAP block – human IAP inhibition. AID 2544. P09923. inhibition, % at 10 µM. 330,000 tested, 0.12% active. purified IAP, CDP-Star luminescence, 30 min;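 active = inhibition reaching a set limit with compound at 10 µM in the primary screen, cut at about 35% in these data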;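 also: plate controls were DMSO wells with enzyme for no effect and no-enzyme buffer wells for full effect; values of inactives mirror those of a sister screen read the other way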
# mIAP act – mouse IAP activation; muIAP, CDP-Star luminescence, 30 min; stronger effect = higher value; 1 = vehicle-only enzyme signal, 0 = enzyme-free wells; activation factor at 10 µM; 330,000 tested, 0.24% active; AID 2805;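 active = activation factor of at least 2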; also: the source names both 10 and 20 µM as test concentration; values of inactives mirror those of a sister screen read the other way
#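 also added = chemiluminescent substrate CDP-Star | test system = mouse IAP enzyme | signal = chemiluminescence readout | compound = DMSO-dissolved test compounds | incubation = 30 min at room temperature | benchmarks = DMSO wells, no-enzyme wells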
# Numbers without * were called inactive.
mIAP block,ATG4B inhibitor,PfGluPho inh,hIAP activ,APOBEC3A inh,SMILES,mIAP act,hIAP block,HKDC1 inhibitor
7,-10,15,0.79,3,COc1ccc(/C=N/NC(=O)c2cccnc2)cc1CN1CCc2cc(OC)c(OC)cc2C1C (configuration not stated),0.93,21,-2
-1,2,-8,1.1,-6,COC(=O)C(Cc1ccc(O)cc1)NC(=O)NC12CC3CC(CC(C3)C1)C2 (configuration not stated),1,-5,3
9,13,-9,0.98,1,O=C(CO/N=C/c1ccc(OC(F)F)cc1)NC1CCCCCC1,0.91,2,17
-179,-7,5,1.1,-5,COc1cccc(NC(=S)NC2CC3CCCC(C2)N3CC(C)C)c1 (configuration not stated),2.8*,-11,-7
2,5,-1,0.9,-4,COc1ccc(OCC(O)COc2ccc(C(=O)O)cc2)cc1 (configuration not stated),0.98,10,-2
14,5,5,1.1,-5,Cc1cccc2cc(CN(Cc3cccs3)C(=S)NCc3ccco3)c(=O)[nH]c12,0.86,-7,16
5,-12,0,1.7,-1,COc1ccc2nc(NNC(=O)COc3ccccc3)sc2c1,0.95,-71,-7
14,15,-4,0.92,2,O=C(/C=C/c1cccs1)c1ccc(Br)cc1,0.86,8,12
3,-8,0,1.1,1,Cc1c(C(=O)NCCc2ccccc2)oc2ccc(S(=O)(=O)N3CCOCC3)cc12,0.97,-8,-2
-10,-7,-11,1.1,-2,Cc1ccc(CN2CCN(CC(=O)N3CCC(C(N)=O)CC3)C2=O)cc1,1.1,-8,-6
7,9,-8,0.99,4,CC(=O)c1ccc(NC(=O)c2ccc(S(=O)(=O)N3CCCC3)cc2)cc1,0.93,1,9
-1,-11,11,1.4,-5,O=C(CSc1nc2ccccc2nc1SCC(=O)N1CCCCC1)N1CCCCC1,1,-36,11
21,3,-35,1.3,-1,O=C(N/N=C/c1cc(Br)cc(Br)c1O)c1cccc(N2CCCC2=O)c1,0.79,-29,-30
9,-1,3,1.1,-5,Cc1nn(CCCC(=O)NCCc2ccc(Cl)cc2)c(=O)c2nn(-c3ccccc3)c(C)c12,0.91,-6,1
-30,-3,0,1.5,-3,Cc1cccc(NC(=O)C2(C)CC3c4ccccc4C2c2ccccc23)c1C (configuration not stated),1.3,-46,-4
16,-18,8,0.8,-4,O=C(COc1ccc(Cl)cc1)N1CCN(c2ccc([N+](=O)[O-])c(N3CCCCC3)c2)CC1,0.84,20,-1
2,10,-7,0.91,-1,Clc1ccc(-c2nn3cnnc3s2)c(Cl)c1,0.98,9,-2
-10,0,3,0.85,-2,O=C(NCCN1CCCCC1)Nc1ccc(Br)cc1,1.1,14,-7
5,-13,-12,1.1,3,NC(=O)CC[C@H](NC(=O)c1ccc(F)cc1)C(=O)OCC(=O)Nc1ccc(N2CCOCC2)cc1,0.95,-5,-1
1,-4,14,0.93,1,CN1CCN(C2=C(NS(=O)(=O)c3cccs3)C(=O)c3ccccc3C2=O)CC1,0.99,7,11
11,-3,13,0.98,-4,O=C(CSc1nc(-c2ccco2)cc(C(F)(F)F)n1)NCCN1CCOCC1,0.89,2,-8
10,-4,4,0.89,-1,O=C1Nc2ccccc2/C1=C/c1ccnc2ccccc12,0.9,11,10
5,8,30,0.84,0,CCOC(=O)c1c(C)oc2c1c(CN1CCN(C(=O)OCC)CC1)c(O)c1ccccc12,0.95,16,12
-7,-9,-3,1,0,O=C(CSc1nc2ccccc2n1S(=O)(=O)c1ccccc1)N1CCCC1,1.1,-2,-7
4,-5,-6,1.1,-5,COc1ccc(CCNC(=O)C(C(=O)c2ccccc2)n2cc(Cl)ccc2=O)cc1OC (configuration not stated),0.96,-11,-5
15,6,-24,0.98,-1,Cc1cc(=O)[nH]c(SCC(=O)NC2CCCc3ccccc32)n1 (configuration not stated),0.85,2,9
2,25,-3,0.95,-3,O=C(Nc1ccc(Oc2cccnc2)cc1)C1CCCCN1Cc1ccc(CO)o1 (configuration not stated),0.98,5,-6
0,3,-8,0.94,4,CCOc1ccc2nc(Nc3nc(CSc4nnnn4-c4ccccc4)cc(=O)[nH]3)nc(C)c2c1,1,6,3
-5,-1,-19,1,-5,Cc1ccc(S(=O)(=O)NN=C2CCC(C(C)(C)C)CC2)cc1[N+](=O)[O-] (configuration not stated),1.1,0,-1
-1,-9,-5,0.97,-2,COc1cc(-c2nnc(SCC(=O)N3c4ccccc4Sc4ccccc43)o2)cc(OC)c1OC,1,3,-4

# Next part; it opens with the 5 that closed the last part.
mIAP block,ATG4B inhibitor,PfGluPho inh,hIAP activ,APOBEC3A inh,SMILES,mIAP act,hIAP block,HKDC1 inhibitor
15,6,-24,0.98,-1,Cc1cc(=O)[nH]c(SCC(=O)NC2CCCc3ccccc32)n1 (configuration not stated),0.85,2,9
2,25,-3,0.95,-3,O=C(Nc1ccc(Oc2cccnc2)cc1)C1CCCCN1Cc1ccc(CO)o1 (configuration not stated),0.98,5,-6
0,3,-8,0.94,4,CCOc1ccc2nc(Nc3nc(CSc4nnnn4-c4ccccc4)cc(=O)[nH]3)nc(C)c2c1,1,6,3
-5,-1,-19,1,-5,Cc1ccc(S(=O)(=O)NN=C2CCC(C(C)(C)C)CC2)cc1[N+](=O)[O-] (configuration not stated),1.1,0,-1
-1,-9,-5,0.97,-2,COc1cc(-c2nnc(SCC(=O)N3c4ccccc4Sc4ccccc43)o2)cc(OC)c1OC,1,3,-4
-12,0,4,1.2,-8,CCCOc1ccc(C(=O)Nc2ccc(N3CCN(C(=O)c4ccco4)CC3)cc2)cc1,1.1,-16,-2
-3,7,-10,1,-2,CCOc1ccc(CCNc2nc3ccccc3n3c(C)nnc23)cc1OCC,1,-4,1
6,-7,6,1.2,-2,COc1ccc2oc(C(=O)OCC(=O)Nc3ccc(C(=O)N(C)C)cc3)c(C)c2c1,0.94,-19,-1
-93,-11,12,1,-5,O=C(Nc1ccc(F)cc1)Nc1ccc(S(=O)(=O)N2CCCC2)cc1,1.9,-2,2
2,-5,-9,1.1,5,O=C(/C=C/c1cccs1)NNC(=O)c1ccccc1,0.98,-6,2
20,-11,10,0.96,-4,Cc1ccc(/C=C/C(=O)NC(=S)Nc2ccccc2C(=O)NC2CCCCC2)cc1,0.8,4,14
23,-1,-2,1,-2,Cc1ccc(C(=O)Nc2nnc(NC(=S)Nc3ccccc3)s2)cc1,0.77,0,-8
-10,3,-20,1.1,-4,CS(=O)(=O)N(CC(=O)Nc1ccc(Br)cc1)C1CCCCC1,1.1,-11,5
3,-3,-13,0.84,-3,COc1ccc(CC(=O)Nc2nccs2)cc1S(=O)(=O)N1CCOCC1,0.97,16,0
-7,8,-16,1.1,-3,O=C(/C=C/c1ccc2c(c1)S(=O)(=O)N(Cc1ccccc1)[C@H]2CC(=O)N1CCOCC1)N1CCOCC1,1.1,-12,-4
-2,5,-31,0.91,-2,Cc1ccc(CNC(=O)C2CCCN(S(=O)(=O)c3cnc[nH]3)C2)cc1 (configuration not stated),1,9,0
6,2,15,0.86,3,Nc1ccc(-c2nc3nc(N)nc(N)c3nc2-c2ccc(N)cc2)cc1,0.94,14,9
6,-1,-2,1.1,-2,O=C(COC(=O)C1CC2C=CC1C2)Nc1ccc([N+](=O)[O-])cc1 (configuration not stated),0.94,-8,-2
-2,-4,16,0.95,5,Cc1ccc(C(=O)N/C(=C\c2ccc(Cl)cc2)C(=O)NCCN2CCOCC2)cc1,1,5,-4
-10,-5,-3,1.1,-2,CC(=O)NCCc1ccc(S(=O)(=O)Nc2ccc3c(c2)OCCO3)cc1,1.1,-6,-6
-3,2,-5,0.92,0,O=C(NC1C2CC3CC(C2)CC1C3)c1ccc(Br)o1 (configuration not stated),1,8,-6
11,4,9,0.91,-7,Cc1ccc(C(=O)CCC(=O)N(C)CC(=O)Nc2ccccc2Br)cc1,0.89,9,-5
6,-1,-4,1,-2,c1ccc(-c2nc(-c3ccc(-c4ccon4)s3)no2)cc1,0.94,-1,-6
-2,3,-2,1,-3,FC(F)(F)C(F)(F)C(F)(F)c1nnc2ccc(N3CCOCC3)nn12,1,-1,-5
-2,11,-14,0.92,-1,O=C(CCNC(=O)C1CCN(S(=O)(=O)c2ccccc2)CC1)NCc1cccc(Cl)c1,1,8,1
1,-1,-10,1,-6,Cc1oc(-c2ccccc2Cl)nc1CS(=O)CC(=O)NCc1ccco1 (configuration not stated),0.99,-2,-3
-11,0,0,1.1,5,CCCCc1nc2cc(C(=O)N(C)C3CCOCC3)ccc2o1,1.1,-10,-3
5,4,36,1.2,-4,O=S(=O)(NNc1cccc(Cl)n1)c1ccc(Cl)cc1,0.95,-16,-3
-1,-6,4,0.92,-1,O=S(=O)(Nc1ccc(F)cc1)c1ccc(S(=O)(=O)N2CCOCC2)cc1,1,8,-2
-6,1,9,1.1,-7,COc1ccc(-c2nc3c(-c4ccc(F)cc4)cnn3cc2C)cc1F,1.1,-5,5
-3,-5,-9,1.1,-6,Cc1cc(C)n(C(C)n2nc(C)cc2C)n1,1,-12,-10
0,-2,-9,1.1,-3,COc1cc(NC(=O)CSc2nnc3c(C)cc4cc(C)cc(C)c4n23)c(C(=O)O)cc1OC,1,-11,-8
4,6,-10,1,-5,C[C@H]1C[C@@H]2[C@H]([C@@H](O)C[C@@]3(C)[C@H]2CC[C@]3(O)C(=O)CO)[C@@]2(C)C=CC(=O)C=C12,0.95,0,-4
3,8,10,0.96,2,OCc1cc(Br)ccc1OCc1nc2ccccc2s1,0.97,4,10
0,-12,2,1.1,-2,CCC(CO)NC1=C([N+](=O)[O-])C(=O)CC(C)(C)C1 (configuration not stated),1,-5,-8
0,-2,-1,1.2,-2,CC(=O)Nc1ccc(OCC=C(Cl)Cl)cc1,0.99,-15,8
-5,-9,-5,1.1,-4,COc1ccc(NC(=O)C2CCCN2C(=O)NCc2ccccc2)c(OC)c1 (configuration not stated),1,-8,4
1,-11,5,0.97,-4,O=C(COC(=O)CSc1ccc2ccccc2c1)NC1CC1,0.99,3,18
10,3,-5,0.97,1,CC(C)CNc1nc(=S)nc(N(C)C)[nH]1,0.9,3,-8
0,-6,-10,1,-1,CCCC(=O)Nc1ccc(C(=O)NCc2ccccc2Cl)cc1,1,-4,5
2,-8,14,0.99,2,CCCC/C(O)=C1\C(=O)CC(C)(C)CC1=Nc1ccc(OC)cc1,0.98,1,4
4,-2,0,0.98,-3,O=C(c1ccc(F)cc1)c1cc2ccccc2o1,0.96,2,5
7,57*,8,0.87,1,O=C(CSc1nc2c(c(=O)n1-c1ccc(Br)cc1)SCC2)Nc1nccs1,0.93,13,-3
2,1,-7,1.1,-4,CCOc1ccccc1NC(=O)CSc1nc(=O)n(CCCN2CCOCC2)c2c1CCC2,0.98,-11,1
-10,-9,2,1.1,-11,CCc1ccc2c(c1)C1(SC(NC(C)=O)=NN1C(C)=O)C(=O)N2CC (configuration not stated),1.1,-12,-4
2,-2,-13,0.77,-1,COc1ccc(NC(=O)CSc2nc(C3CC3)nc3ccccc23)c(OC)c1,0.97,23,-1
4,-1,1,1.1,-6,COc1ccc(CC(=O)OCC(=O)NCc2ccco2)cc1OC,0.96,-7,-4
-12,0,-5,0.94,-3,Cc1ccsc1/C=N/N1CCN(c2ccccn2)CC1,1.1,6,-1
13,-3,0,2.1*,2,CNC(=O)c1[nH]cnc1C(=O)Nc1ccccn1,0.87,-110,2
-5,-6,7,1,1,CCOc1ccc(CNC(=O)CCC(=O)n2ncc3ccc(Cl)cc32)cc1,1,0,1

# In a second layout: entries from further up
smiles	mIAP block	ATG4B inhibitor	PfGluPho inh	hIAP activ	APOBEC3A inh	mIAP act	hIAP block	HKDC1 inhibitor
O=C(NC1C2CC3CC(C2)CC1C3)c1ccc(Br)o1 (configuration not stated)	-3	2	-5	0.92	0	1	8	-6
Cc1ccc(C(=O)CCC(=O)N(C)CC(=O)Nc2ccccc2Br)cc1	11	4	9	0.91	-7	0.89	9	-5
